GLP-1R inv ag = acts as inverse agonist at human GLP-1 receptor; P43220; HEK293 GLP-1R CRE-luciferase, luminescence, 24 h; GLP-1R form is constitutively active; actives 1.6% (n = 410,000); Potency, µM (top dose mostly 38.3 µM), for inactives: top-dose activity change, negative = inhibition, most hits filed as inhibitors; AID 624417; further: on the % scale 0 is the no-effect control and ±100 the full control effect; nearly all actives have a fitted effect of over 55% in size
Target sequence (P43220 whole entry, looked up): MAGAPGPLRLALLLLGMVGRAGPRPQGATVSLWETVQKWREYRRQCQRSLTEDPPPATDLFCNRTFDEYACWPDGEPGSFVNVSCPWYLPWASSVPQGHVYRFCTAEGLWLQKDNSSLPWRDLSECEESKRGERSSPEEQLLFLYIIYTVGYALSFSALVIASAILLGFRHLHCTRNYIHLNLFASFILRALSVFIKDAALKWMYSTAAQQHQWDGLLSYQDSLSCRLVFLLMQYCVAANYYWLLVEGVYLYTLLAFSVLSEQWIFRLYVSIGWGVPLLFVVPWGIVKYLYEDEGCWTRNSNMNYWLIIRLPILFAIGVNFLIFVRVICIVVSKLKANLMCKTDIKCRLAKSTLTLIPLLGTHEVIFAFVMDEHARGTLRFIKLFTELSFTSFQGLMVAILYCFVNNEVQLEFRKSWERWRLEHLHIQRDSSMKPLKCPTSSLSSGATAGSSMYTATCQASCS
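GLP-1R inverse agonism mode: basal reporter luminescence in engineered HEK293 cells measured after one day of compound exposure at 37 deg C, with a 12 min room-temperature detection step.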
KB-3-1 tox = KB-3-1 parental cell cytotoxicity | KB-3-1 viability, CellTiter-Glo ATP luminescence, 72 h | Potency, µM (doses to about 46.1 µM), for the others: at the top dose activity change, negative = cytotoxic, usual class: cytotoxic | actives 1.4% (n = 400,000) | AID 1347075; further: on the % scale 0 is the no-effect control and ±100 the full control effect; nearly all actives have a fitted effect of over 60% in size
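Cells are dispensed, compounds pinned in, plates held at 37 °C for 72 h, then CellTiter-Glo is added and luminescence read after 10 minutes. Cell line: parental KB-3-1 in phenol-red-free DMEM, 10% FBS.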
GLP1R cytotox = cytotoxicity in counter-screen for GLP-1R inverse agonists; actives 0.13% (n = 410,000); Potency, µM (top dose mostly 38.3 µM), for the others: at the top dose activity change, negative = inhibition, usual class: inhibitors; AID 624418; HEK293 cAMP-luciferase reporter cells, luminescence, 24 h;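 further: loss of luciferase light is scored as toxicity; on the % scale 0 is the no-effect control and ±100 the full control effect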
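Here, cytotoxicity is scored as loss of luminescence. The MLSMR collection was tested on cells seeded in medium containing 10% Nu serum, with a 24 hr compound exposure preceded by 12 hours of culture.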
TDP43 rescue = TDP-43 toxicity inhibition in yeast. actives 1.8% (n = 410,000). Potency, µM (titrated, usually from 46.1 µM), inactives show top-dose growth rescue (activation), most hits filed as activators. TDP-43 expressing yeast growth rescue, BacTiter-Glo, 24 h; further: % of control where 0% means no effect; nearly all actives have a fitted effect of over 50% in size
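Readout is BacTiter-Glo luminescence of cell growth, so inhibitors register as activators. TDP-43-expressing yeast at OD600=0.02 in galactose medium, after raffinose pregrowth to mid-log, were incubated with compound for 24 hr at 30 deg C.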
KB-V1 MDR tox = KB-V1 MDR subline cytotoxicity | KB-V1 MDR cells viability, CellTiter-Glo, 72 h | Potency, µM (highest dose often 46.1 µM), without a hit: top-dose activity change, negative = cytotoxicity, most hits filed as cytotoxic | actives 3.4% (n = 400,000) | AID 1347076; further: on the % scale 0 is the no-effect control and ±100 the full control effect; nearly all actives have a fitted effect of over 60% in size
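Compound-treated KB-V1 multidrug-resistant cells, 72 h, 37 degrees C; viability by CellTiter-Glo. Fitted qHTS curves give the values.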
GLP1R ag = activates the human GLP-1 receptor | actives 0.007% (n = 380,000) | AID 624172 | P43220 | Potency, µM (highest dose often 45.6 µM), for inactives: at the highest dose activation, hits mostly activators | HEK293 GLP-1R CRE-luciferase, luminescence, 4-6 h; cells express a hypersensitive GLP-1R form; further: % of control where 0% means no effect
HT1080 IDH1KD tx = HT-1080 IDH1 knockdown cell toxicity (counter line). HT-1080 IDH1 knockdown viability, ATP luminescence, 48 h. AID 686971. actives 2% (n = 360,000). Potency, µM (highest dose often 46.1 µM), for inactives: top-dose activity, negative = toxicity, hits mostly cytotoxic;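 further: 0% = DMSO wells and -100% = cell-free medium wells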
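IDH1KD HT-1080 cells, 750/well, RPMI + 5% FBS; compound pinned after 2 h settling; 48 h, 37 °C; CellTiter-Glo luminescence; % activity normalised to DMSO and no-cell wells; curves fitted, classed by r2 and efficacy.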
HT1080-NT tox = kills 2HG-producing HT-1080-NT fibrosarcoma cells; actives 1.6% (n = 360,000); AID 686970; Potency, µM (highest dose often 46.1 µM), for the others: top-dose activity, negative = less viability, hits mostly cytotoxic; HT-1080-NT fibrosarcoma viability, CellTiter-Glo ATP luminescence, 48 h;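 further: NT is the 2HG producing partner of a matched IDH1 knockdown line; 0% = DMSO-treated cells and -100% = media-only wells without cells; nearly all actives have a fitted effect of over 55% in size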
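A 48-hour cytotoxicity screen used HT-1080-NT cells plated 2 hours before compound delivery. ATP-based CellTiter-Glo luminescence measured viability, normalized to DMSO and no-cell controls.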
SW480 rereplic = inducers of DNA re-replication in SW480 colon cancer cells. SW480 DNA re-replication, Hoechst DNA content imaging, 48 h. AID 624297. Potency, µM (doses to about 46.1 µM), inactives show at the top dose re-replication activation, usual class: activators. actives 1.8% (n = 340,000); further: % of control where 0% means no effect; nearly all actives have a fitted effect of over 55% in size
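Hoechst fluorescence of nuclei (405 nm excitation, 500-530 nm emission) measured by plate-scanning imager after 48 hr compound exposure at 37 C; re-replication scored as increased number of nuclei with elevated intensity.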
An asterisk follows results filed as active; ? = inconclusive; · = no result given; [ ] = dose if it differs, or a comment. The call rests on the fitted dose curve; in most records, active means well fitted curve in the direction sought with a large enough effect; inconclusive means small, poorly fitted or top-dose-only effect, or another doubt; inactive means no such curve, though single readings can be large; an effect the other way counts as inactive or inconclusive. Potency means the concentration at half of the fitted maximal effect.

SMILES	GLP-1R inv ag	KB-3-1 tox	GLP1R cytotox	TDP43 rescue	KB-V1 MDR tox	GLP1R ag	HT1080 IDH1KD tx	HT1080-NT tox	SW480 rereplic
CN1C(=O)/C(=C/c2coc3ccc(O)cc3c2=O)SC1=S	7%	0%	4%	5%	1%	-2%	3%	1%	2%
COc1ccc(CCN(C(=O)C(F)(F)F)C(C(=O)NC2CCCC2)c2cccs2)cc1 (stereo not given)	?	-8%	4%	-4%	?	2%	?	8.9µM*	?
CCn1nc(C(=O)N2CCN(Cc3ccc4c(c3)OCO4)CC2)c2ccccc2c1=O	5%	14%	-4%	-5%	0%	4%	-4%	-4%	2%
CS(=O)(=O)N1CCN(c2ccccc2NC(=O)c2ccc(-c3ccc(Cl)cc3Cl)o2)CC1	-1%	-7%	5%	-8%	-3%	10%	0%	12%	-2%
CCN1CC(CN(C)Cc2nc(COc3ccccc3)no2)CC1=O (stereo not given)	11%	13%	9%	-12%	0%	3%	8%	19%	-51%[inhibitor]
Cc1cccc(C(=O)NC2CCN(C(=O)NCc3ccccc3)CC2)c1	-7%	6%	1%	-9%	0%	10%	15%	17%	2%
CCOCCCn1c(SCC(=O)NCc2ccc3c(c2)OCO3)nc2ccccc2c1=O	10%	18%	-10%	-6%	15µM*	24%	1%	2%	-1%
O=C(N/C(=C/c1ccc(Cl)cc1)C(=O)N1CCCC1)c1ccccc1	?	14%	-2%	7%	?	18%	6%	1%	-12%
CCCSc1ccc([C@@H]2[C@@H]3C(=O)N(CC)C(=O)[C@@H]3[C@]3(C(=O)OC)CCCCN23)cc1OC	?	0%	4%	20%	27%	3%	8%	29%	4%
CC(=O)c1sc(NC(=O)c2cc(S(=O)(=O)N3CCOCC3)ccc2F)nc1C	-11%	2%	-17%	17%	5%	-1%	0%	4%	-6%
CC1CCCN(C(=O)CCS(=O)(=O)c2ccc3c(c2)NC(=O)C(C)S3)C1 (stereo not given)	-13%	-8%	-19%	-2%	10%	-8%	-1%	-4%	-9%
O=C(Nc1ccc(Cl)cc1)ON=C1CCCC1	68%[activator]	?	?	?	-4%	6%	-17%	?	-4%
CCCCn1c(=NC(=O)c2ccco2)c(C(=O)OCC)cc2c(=O)n3ccccc3nc21	150%[activator]	-5%	·	10%	-3%	-3%	-12%	-6%	-1%
Cc1nn(Cc2ccc(C(=O)NN)cc2)c(C)c1Cl	-6%	-9%	5%	-5%	-7%	6%	?	-14%	-2%
Cc1ccc(-c2cccc(-c3cc(=O)oc4ccc(C(C)(C)C)cc34)c2)cc1	9%	-17%	14%	-3%	-7%	-6%	0%	2%	-19%
CN1/C(=C\C=C2/SC(=S)N(CC(=O)O)C2=O)C(C)(C)c2ccccc21	-5%	-16%	?	-42%[inhibitor]	-8%	-1%	?	?	3%
C=CCn1c(SCC(=O)N2CCOCC2)nc2sc3c(c2c1=O)CCCC3	3%	4%	-6%	14%	-1%	?	-18%	-13%	18%
CCNS(=O)(=O)c1ccc(Br)c(C(=O)OC(C)C(=O)NCC2CCCCC2)c1 (stereo not given)	?	2%	4%	7%	1%	4%	7%	-5%	-12%
O=C(N/N=C/c1ccc([N+](=O)[O-])o1)c1cc(-c2cccc(Br)c2)nc2ccccc12	?	?	-38%	-1%	?	-4%	?	?	15%[9.22 µM]
CN(CCOc1ccccc1)C(=O)C1CCN(C(=O)c2ccc(F)cc2)CC1	4%	·	10%	-6%	·	-3%	-5%	-1%	4%
CC1CN(c2ncnc3c2cnn3-c2ccc(Cl)cc2)CC(C)O1 (stereo not given)	-3%	23%	9%	?	7%	-1%	20%	9%	2%
FC(F)(F)c1ccc(-c2cccc3c2C2CC3CCN2C(=S)NCCc2ccccc2)cc1 (stereo not given)	10%	0%	1%	35%	24%	8%	0%	7%	·
N#CC1C(C#N)N2CCCN2C1c1ccc(Cl)cc1 (stereo not given)	10%	?	2%	4%	11%	-2%	20%	17%	?
CCN(CC)S(=O)(=O)c1cccc(-c2nnc(SCC(=O)c3cc(C)n(C4CC4)c3C)o2)c1	?	-5%	-2%	0%	-13%	-1%	4%	9%	-6%
CC1=C(C(=O)Nc2ccc(C)cc2C)C(c2ccccc2)n2nc(SCC(=O)c3ccc(C)cc3)nc2N1 (stereo not given)	5%	-7%	-10%	-18%	1%	·	·	·	·
O=C(COC(=O)COc1ccccc1[N+](=O)[O-])Nc1ccc2c(c1)OCO2	10%	-1%	-6%	-10%	-2%	0%	0%	6%	1%
O=C(c1ccccc1)N1CCN(C(=O)C2CC2)CC1	-16%	-11%	-4%	-3%	15%	1%	3%	1%	-21%
COc1cc(-c2cc(=O)c3c(O)c(OC)c(OC)c(O)c3o2)ccc1O	33%[activator]	?	0%	-6%	-5%	21%	?	?	-14%
O=C(Cn1nnc(-c2ccccc2NC(=O)c2ccccc2F)n1)NCc1ccco1	1%	-4%	?	9%	-8%	-7%	?	?	3%
COc1ccc(CC2C(=O)OC(C)(C)OC2=O)c(Cl)c1OC	21%	0%	8%	-2%	0%	5%	19%	18%	1%
Cc1cc(C)nc(NC2=NCC(=O)N2c2ccccc2)n1	11%	12%	-24%	12%	0%	-5%	11%	7%	5%
COc1cc(/C=C/C(=O)Nc2nnc(C(C)(C)C)s2)cc(OC)c1OC	10%	14%	-7%	18%	?	1%	4%	-3%	-8%
O=C(N/N=C/c1ccc([N+](=O)[O-])cc1)c1cc(C2CC2)nc2ccccc12	?	?	-66%	12%	-5%	15%	23µM*	26µM*	?
OCCNc1nc(Nc2ccc(Br)cc2)nc2ccccc12	2µM*	-11%	5%	15%	?	-1%	?	?	13%
COc1ccc(-n2c(COc3ccc(C)cc3)nnc2SCc2ccc(C#N)cc2)cc1	?	-2%	-21%	12%	6.5µM*	8%	?	-14%	1%
CN1C(=O)[C@H]2[C@@H](C3CC3)N3C(=O)CN(Cc4ccccn4)C(=O)[C@@]3(Cc3ccccc3)[C@H]2C1=O	3%	16%	0%	24%	?	-5%	8%	?	-13%
Cc1cc(C(F)F)n2nc(C(=O)Nc3cccc(S(=O)(=O)N4CCOCC4)c3)nc2n1	1%	5%	0%	10%	-8%	-9%	0%	-1%	-3%
COc1ccc(C(=O)OCCc2sc[n+](CC(=O)c3ccccc3)c2C)cc1	-4%	-1%	2%	13%	-3%	6%	-18%	-21%	-19%
CC(O)Cn1c(=O)c2c(nc(Br)n2Cc2ccccc2)n(C)c1=O (stereo not given)	0%	-10%	-5%	-1%	-25%	7%	20µM*	14µM*	-10%
COc1cc(OC)c(C(=O)OCC(=O)NCC2CCCCC2)cc1OC	13%	7%	-5%	23%	-18%	21%	8%	4%	-5%
COc1ccc(NC(=O)/C=C/c2c(Cl)nc3ccccn23)cc1	18%	29%	-10%	?	0%	23%	13%	18%	-3%
CCC(=O)NC(c1ccco1)c1cc(Cl)c2ccccc2c1O (stereo not given)	·	17%	·	·	?	-2%	·	·	?
CCOC(=O)C1(Cc2ccc(Cl)cc2)CCN(C(=O)C2=NNC(=O)CC2)CC1	-14%[7.66 µM]	-2%	6%[7.66 µM]	7%[9.22 µM]	-9%	6%	2%	-1%	1%
CC(=O)C1C(=O)CC(C)(O)C(C(C)=O)C1c1ccccc1 (stereo not given)	-15%	2%	2%	0%	12%	5%	-1%	0%	?
COC(=O)Nc1ccc(=O)n(Cc2c(Cl)cccc2Cl)c1	0%	-5%	5%	0%	-9%	0%	-1%	-19%	-4%

Structures from the list above with an aryl methoxy group, in the order listed:
SMILES	GLP-1R inv ag	KB-3-1 tox	GLP1R cytotox	TDP43 rescue	KB-V1 MDR tox	GLP1R ag	HT1080 IDH1KD tx	HT1080-NT tox	SW480 rereplic
COc1ccc(CCN(C(=O)C(F)(F)F)C(C(=O)NC2CCCC2)c2cccs2)cc1 (stereo not given)	?	-8%	4%	-4%	?	2%	?	8.9µM*	?
CCCSc1ccc([C@@H]2[C@@H]3C(=O)N(CC)C(=O)[C@@H]3[C@]3(C(=O)OC)CCCCN23)cc1OC	?	0%	4%	20%	27%	3%	8%	29%	4%
COc1cc(-c2cc(=O)c3c(O)c(OC)c(OC)c(O)c3o2)ccc1O	33%[activator]	?	0%	-6%	-5%	21%	?	?	-14%
COc1ccc(CC2C(=O)OC(C)(C)OC2=O)c(Cl)c1OC	21%	0%	8%	-2%	0%	5%	19%	18%	1%
COc1cc(/C=C/C(=O)Nc2nnc(C(C)(C)C)s2)cc(OC)c1OC	10%	14%	-7%	18%	?	1%	4%	-3%	-8%
COc1ccc(-n2c(COc3ccc(C)cc3)nnc2SCc2ccc(C#N)cc2)cc1	?	-2%	-21%	12%	6.5µM*	8%	?	-14%	1%
COc1ccc(C(=O)OCCc2sc[n+](CC(=O)c3ccccc3)c2C)cc1	-4%	-1%	2%	13%	-3%	6%	-18%	-21%	-19%
COc1cc(OC)c(C(=O)OCC(=O)NCC2CCCCC2)cc1OC	13%	7%	-5%	23%	-18%	21%	8%	4%	-5%
COc1ccc(NC(=O)/C=C/c2c(Cl)nc3ccccn23)cc1	18%	29%	-10%	?	0%	23%	13%	18%	-3%

Screens from PubChem.
